Screening results from PubChem.
PHOSPHO1 inh – blocks human PHOSPHO1 phosphatase activity; AID 1565; 1.1% of 290,000 active; Q8TCT1; inhibition, % at 13.3 µM; recombinant PHOSPHO1, absorbance phosphatase assay; in the data active = inhibition above about 60%
IDE cell activ – boosts human insulin-degrading enzyme activity in HEK cells | P14735 | FAbeta-B cleavage, fluorescence polarization; 0% vehicle, 100% cell-free pure enzyme wells | activation, % at 5.96 µM | 0.073% of 340,000 active | AID 493087;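 active = activation above the mean of all tested compounds plus 3 SD, set per screening campaign, cut at about 17% in these data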
M4 PAM – CHRM4 positive allosteric modulation; P08173; CHO-K1 hM4/Gqi5, Fluo-8 calcium fluorescence, ACh EC20; 0% = ACh EC20, 100% = maximal ACh; activation, % at 3 µM; 0.4% of 360,000 active;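 active = activation above its plate's cutoff, the mean activation of sample wells plus 3 SD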; also: some results filed as inactive read as strong as hits
Target sequence (P08173 whole entry, looked up): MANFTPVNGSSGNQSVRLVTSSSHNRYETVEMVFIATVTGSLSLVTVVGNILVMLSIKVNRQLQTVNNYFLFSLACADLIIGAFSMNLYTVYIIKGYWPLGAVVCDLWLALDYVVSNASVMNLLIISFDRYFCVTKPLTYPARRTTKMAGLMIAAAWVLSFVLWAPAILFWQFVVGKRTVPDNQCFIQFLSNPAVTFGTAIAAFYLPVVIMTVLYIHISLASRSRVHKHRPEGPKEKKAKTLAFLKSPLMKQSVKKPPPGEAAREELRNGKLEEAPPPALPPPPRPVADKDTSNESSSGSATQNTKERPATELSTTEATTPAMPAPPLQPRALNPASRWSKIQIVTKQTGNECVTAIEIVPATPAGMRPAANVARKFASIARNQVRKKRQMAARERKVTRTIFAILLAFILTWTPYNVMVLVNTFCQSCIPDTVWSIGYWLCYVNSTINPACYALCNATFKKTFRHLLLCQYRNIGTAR
IDE cell inh – inhibitors of human insulin-degrading enzyme in cells; HEK cells, FAbetaB cleavage, fluorescence polarization; inhibition, % at 5.59 µM; 0.41% of 320,000 active; AID 434962;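 active = percent inhibition above the average of all tested compounds plus 3 SD, set per screening campaign, cut at about 16% in these data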;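 also: IDE supplied by intact live HEK cells; FP after avidin binding of uncleaved biotin substrate so inhibition keeps polarization high; 0% = DMSO wells and 100% = 60 µM reference IDE inhibitor Ii1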
CRFBP-R2 block – blocks CRF-induced signaling of the CRF-BP/CRF-R2 complex. HEK293 CRF-R2/CRF-BP, CRF-induced calcium fluorescence. inhibition, % at 11.8 µM. 0.59% of 350,000 active;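 active = inhibition of the ligand-induced calcium signal above about 50% at the single tested concentration, limit read from the data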
MEKK3 PB1 HTS – MEKK3-MEK5 PB1 interaction, increase or decrease. binding response (% of control), % at 10 µM. bead-based flow cytometry, Alexa488-MEK5 binding to MEKK3; actives lie on both sides; 0 = blocked by unlabeled MEK5, 100 = vehicle. 1.4% of 290,000 active. Q99759;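 active = binding response more than 3 SD above or below the average of its plate-row segment, actives on both sides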;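 also: Alexa488 bead fluorescence after subtracting the streptavidin-only scavenger bead signal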
p-CIP stab down – lowers stability of the mouse p/CIP coactivator protein; Q05BA5; F442A p/CIP-EGFP cells, EGFP fluorescence, 16 h; decrease of EGFP signal, % at 10 µM; 0.01% of 290,000 active; AID 1984;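 active = EGFP signal decrease of at least 30% at 10 µM or well 3 SD below plate mean, unless failing retest; inactive = the rest, including hits failing retest or dose response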; also: some compounds called inactive have numbers as strong as hits; many of its hits are not listed in these tables
CRFR2-BP ag – agonists of human CRF-binding protein/CRF-R2 receptor complex; activation, % at 13.2 µM; AID 588473; HEK293 CRF-R2/CRF-BP, calcium dye fluorescence (FLIPR); percent of saturating CRF peptide response; 0.46% of 350,000 active;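 active = activation of at least 50%, plus an integration ratio under a set limit after plate pattern correction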;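 also: plate controls were neutral control wells without compound for no effect and CRF at EC100 for full effect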
GalR3 antagonist – human GalR3 antagonism; O60755; HEK293 GalR3-CNG cAMP membrane potential fluorescence; galR3 body fused to GalR1 C-terminus; inhibition, % at 3 µM; 0.44% of 360,000 active; AID 651719;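 active = inhibition above the screen-wide average plus 3 SD, cut at about 13% in these data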;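 also: forskolin and galanin both at EC90 stimulate the cells; cAMP rise reported by CNG channel membrane potential dye signal; 0% = forskolin plus galanin with DMSO and 100% = forskolin alone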
Target sequence (O60755 1-299 limits assumed): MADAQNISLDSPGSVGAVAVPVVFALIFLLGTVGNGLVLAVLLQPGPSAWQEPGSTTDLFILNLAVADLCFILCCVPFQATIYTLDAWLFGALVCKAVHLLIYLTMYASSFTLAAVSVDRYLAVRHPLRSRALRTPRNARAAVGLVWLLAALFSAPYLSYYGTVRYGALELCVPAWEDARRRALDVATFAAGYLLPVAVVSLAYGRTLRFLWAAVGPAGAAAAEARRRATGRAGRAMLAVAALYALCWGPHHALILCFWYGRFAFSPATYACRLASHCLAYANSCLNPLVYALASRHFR
* hit, by the source's call; · = no result given.

structure,PHOSPHO1 inh,IDE cell activ,M4 PAM,IDE cell inh,CRFBP-R2 block,MEKK3 PB1 HTS,p-CIP stab down,CRFR2-BP ag,GalR3 antagonist
CCCNC(=O)Cn1nc(C(F)(F)F)cc1C,3,3,9,5,0,100,-19,-0.5,-4
O=C(CSc1nnc([C@@H]2CCCN2)o1)c1ccc(Cl)cc1,74*,-5,5,-6,3,105,2,0.2,-4
CCN(CC)Cc1c(O)ccc2c(=O)c(-c3ccc(Cl)cc3)coc12,51,5,-3,-2,4,100,0,-1.0,-2
CC(=O)N(C)c1ccc(OCC(O)CN(c2ccccc2C)S(=O)(=O)c2ccc(C)cc2)cc1 (stereo unspecified),57,0,-4,7,4,93,-8,-6.2,-4
COc1ccc(CCNc2ccc(S(=O)(=O)N3CCCC3)cc2[N+](=O)[O-])cc1,-4,6,-9,4,11,142*,-4,-1.5,0
CCC(=O)Nc1ccc(Nc2nc(Cl)nc(Nc3ccc(NC(=O)CC)cc3)n2)cc1,-6,0,-13,0,-8,93,-24,-0.5,0
COC(=O)c1ccc(CSc2nc3cc(Cl)ccc3s2)o1,19,0,-5,1,22,105,-2,-0.9,-1
Nc1nonc1-n1nnc(C(=O)N/N=C/c2ccco2)c1-c1ccccc1,28,2,-4,-1,-71,101,4,5.3,-8
CC1(C)CC(=O)C(N=Nc2cccnc2)=C(O)C1,39,9,5,2,-7,101,-5,-0.2,1
Cc1cccc(COC(=O)C(Cc2ccccc2)NC(N)=O)c1 (stereo unspecified),41,2,7,1,1,101,-9,-0.2,-10
COc1ccc(NC(=O)c2sc3nc(C)cc(C)c3c2N)c(OC)c1,·,·,-1,-6,-8,·,·,0.3,-3
Cc1cccc(S(=O)(=O)NCCc2ccccc2)c1,37,1,2,1,17,99,2,-2.7,-6
Cc1cc(C)c(C)c(S(=O)(=O)N2CCC(C(=O)N3CC(C)CC(C)C3)CC2)c1C (stereo unspecified),·,6,20*,4,22,·,·,1.8,-3
C/C(CC(=O)Nc1ccc(N(C)C)cc1)=N\NC(=O)c1ccc(C(C)(C)C)cc1,30,-2,-2,-1,-9,101,-4,-1.8,-12
O=C(COC(=O)c1ccccc1NCCO)NCCC1=CCCCC1,·,0,2,0,6,·,·,-0.5,-3
O=c1[nH]c2c(cnn2-c2ccc(Cl)cc2)c(=O)n1-c1cccc(Cl)c1,25,7,19,-3,-4,100,4,0.3,-4
CCc1nnc(NC(=O)CSc2nnc(-c3ccc(NS(=O)(=O)c4ccccc4)cc3)o2)s1,-2,8,5,7,-25,115,6,-0.3,-1
Cn1c(=O)[nH]c(=O)c2c1nc(N1CCNCC1)n2Cc1ccccc1,18,-2,-2,2,10,110,-16,-0.1,-12
Nc1nc(Sc2ccc(C(F)(F)F)cc2[N+](=O)[O-])n[nH]1,2,2,4,1,-6,97,-4,-1.1,1
COc1ccccc1[C@@H]1C(c2cccc(Cl)c2)=NN(c2ccc(Br)cc2)[C@H]1C(=O)N1CCOC1=O,-9,-1,3,-8,1,103,-12,2.8,-1
Cc1cc(NC(=O)CSc2nnc(C)o2)no1,27,6,2,0,0,104,-3,-0.2,-1
CCCCCCCCCCCCN1[C@@H](CC(=O)OC)c2cc(C(F)(F)F)ccc2S1(=O)=O,·,6,10,-2,1,105,·,4.6,-3
CCCCCN(C(=O)CCC(=O)OCC(=O)N1CCCCC1C)c1c(N)n(CCCC)c(=O)[nH]c1=O (stereo unspecified),19,2,-5,-7,4,101,0,0.3,-2
CCc1c(C(=O)N/N=C/c2sccc2C)nnn1-c1nonc1N,32,-7,-9,2,-12,102,-1,-2.9,-8
O=C(Nc1ccccc1)c1n[nH]c(Cn2cncn2)n1,19,0,3,-1,0,103,3,-1.4,-7
CC1CC(C)CN(CCCNC(=O)C2CCN(c3ncnc4c3sc3cccc(F)c34)CC2)C1 (stereo unspecified),47,·,·,8,·,96,-10,·,·
O=[N+]([O-])c1csc2ccccc12,·,1,2,·,18,·,·,-2.2,-6
c1ccc(-c2csc(Nc3ncccn3)n2)cc1,16,-2,-1,-4,-2,103,-4,-0.1,-1
CN(C)S(=O)(=O)c1cccc(NC(=S)Nc2cc(Cl)cc(Cl)c2)c1,15,-2,2,-5,16,111,6,40,-3
COc1ccc(NC(=O)N(CCC(C)C)C(C)c2ccccn2)c(OC)c1 (stereo unspecified),26,-2,4,-5,14,105,-19,0.8,1
O=C(C[C@@H]1C/C=C\C[C@H](Cc2ccc(F)cc2)C(=O)OC[C@@H](Cc2c[nH]c3ccccc23)NC1=O)NCCO,·,0,8,1,-10,·,·,0.9,-6
COc1cccc(C=O)c1OC(=O)N1CCOCC1,24,-3,-3,4,10,102,-13,0.1,-6
CCOc1cc(C2NC(=O)NC(c3ccccc3)=C2C(C)=O)ccc1OC(C)=O (stereo unspecified),41,-3,-6,-1,-5,95,-14,-0.5,3
CC(=O)Nc1cc(NC(C)=O)cc(-c2nc3ccccc3[nH]2)c1,41,-1,0,-7,1,95,-8,-1.2,-2
CC(=O)Cc1nsc(NC(=O)c2ccc(-c3cccc(C(F)(F)F)c3)o2)n1,-31,6,3,-1,3,100,10,0.3,-2
O=C(NC1CC1)C1=C[C@@H](c2coc3ccccc3c2=O)C[C@@H](OCc2ccc(CO)cc2)O1,14,-1,0,-6,-1,90,-8,-0.2,-1
O=C(Nc1ccccc1F)C1COc2ccccc2O1 (stereo unspecified),19,6,-1,3,4,111,3,-0.2,-12
O=C(Nc1cccc(C2OCCCO2)c1)c1cccs1,-1,3,4,-1,7,107,-13,1.3,2
COc1ccc(-n2c(=O)c(CCC(=O)N3CCN(c4ccccc4O)CC3)nc3ccccc32)cc1,·,2,-6,0,2,·,·,-1.2,-5
O=[N+]([O-])c1cccc(/C=N/Nc2nc(N3CCOCC3)nc(N3CCOCC3)n2)c1,-7,2,-1,-4,-3,92,5,2.9,-5
CC1(C)Cc2cccc(OCC(=O)Nc3cccnc3Cl)c2O1,-2,0,5,2,18,93,-3,-1.4,2
COc1cccc(NC(=O)N(C)C[C@H]2Oc3cc(Br)ccc3S(=O)(=O)N([C@H](C)CO)C[C@H]2C)c1,·,·,1,·,-14,·,·,3.5,3
CCCc1cc(=O)n2nc(N3CCC(C(=O)N4CCN(c5cccc(OC)c5)CC4)CC3)sc2n1,42,-1,-8,2,6,102,-27,-0.6,-1
CCOc1cc(/C=C2/NC(=O)N(CC(=O)Nc3cccc(C)c3)C2=O)ccc1OCC(N)=O,34,-1,3,0,28,107,-3,-2.0,-2
Cc1[nH]c2ccccc2c1C(=O)CSc1nc2ncc(Cl)cc2[nH]1,32,3,1,3,24,102,13,0.6,0
CNCCNC[C@H](Cc1cccc2ccccc12)NCCc1ccccc1,·,2,-2,5,-13,·,·,4.1,-2
O=C(Nc1ccccc1)C1=C[C@H](c2csc3ccccc23)C[C@H](OCc2ccc(CO)cc2)O1,-20,2,-3,1,3,107,-12,5.0,-3
CCOC(=O)C1=C(COC(=O)CNC(=O)c2ccccc2F)NC(=O)NC1C (stereo unspecified),·,6,5,0,-6,·,·,1.8,-1
Cc1cccc(OCCC(=O)Nc2ccc(S(=O)(=O)N3CCCC3)cc2)c1,-23,-1,-1,-3,-1,106,1,-0.2,-1
NS(=O)(=O)c1ccc(NC(=O)COC(=O)CCc2ccccc2)cc1,33,7,-11,-4,27,107,7,0.2,-4
O=C(N/C(=C/c1ccc(Br)cc1)C(=O)N1CCCC1)c1ccccc1F,0,3,-3,-3,-24,105,-2,-4.5,-5
CCC(CC)C(=O)c1c[nH]c(C(=O)NC2CCCCCC2)c1,52,0,-2,4,-5,96,-11,0.8,-6
COc1cc(OC)cc(C(=O)Nc2nnc(Cc3ccc(OC)c(OC)c3)s2)c1,2,5,4,1,-10,94,-7,1.1,-3
Cc1c(C(=O)OCC(=O)Nc2cccc(S(N)(=O)=O)c2)oc2c1ccc1ccccc12,13,-8,-6,5,2,104,14,2.4,-6
O=C(NNC(=O)c1ccc(Oc2ccc(C3SCCS3)cc2)o1)c1ccc(Cl)cc1,-2,-6,-34,4,-3,94,-5,-0.3,-5
O=C(NCCCN1CCOCC1)c1ccc2c(=O)n(Cc3cccc(Br)c3)c(=S)[nH]c2c1,-2,2,-1,-1,-12,102,-15,0.3,·
Cc1ccc(NS(=O)(=O)c2ccc(-n3cccn3)cc2)cc1F,-30,1,-4,4,-18,101,1,0.0,-10
O=C1CCCC(O)=C1C=Nc1ccc(O)cc1,16,1,0,2,27,102,-5,0.0,-2
COc1cccc(/C=N/Nc2snc(SC)c2C#N)c1,-27,5,2,1,-8,101,5,2.9,-5
CC1CN(C(=O)COC(=O)c2ccc3ccccc3c2)CC(C)O1 (stereo unspecified),·,·,0,·,-9,·,·,-0.4,-4

Continued.
structure,PHOSPHO1 inh,IDE cell activ,M4 PAM,IDE cell inh,CRFBP-R2 block,MEKK3 PB1 HTS,p-CIP stab down,CRFR2-BP ag,GalR3 antagonist
CC(C)(C)c1nnc2sc(SCC(=O)c3ccc(Cl)cc3)nn2c1=O,56,2,-5,9,-22,101,-11,1.4,·
Cc1cc(C)c(C)c(S(=O)(=O)NCC(=O)N2CCCC2)c1C,59,-5,-1,1,-5,100,-3,-0.4,-10
CCOC(=O)c1sc(SCc2ccccc2)c2c1CC(C)(C)CC2=O,·,0,-1,5,-3,105,·,6.5,-7
COc1ccc(C/C(N)=N/OC(=O)c2cccs2)cc1,-4,0,6,0,-10,101,-20,1.3,-2
CC1(c2ccccc2Cl)NC(=O)N(CC(=O)N2c3ccccc3NC(=O)C2(C)C)C1=O (stereo unspecified),·,0,6,-4,2,·,·,-0.9,-5
